# Screens (PubChem BioAssay)
# APEX1 inh – qHTS Assay for Inhibitors of the Human Apurinic/apyrimidinic Endonuclease 1 (APE1). recombinant APE1, TAMRA/BHQ-2 abasic DNA cleavage fluorescence. Potency, µM (highest dose often 65.8 µM), for the others: at the top dose activity change, negative = inhibition, most hits filed as inhibitors. 350,000 compounds, 0.35% hits;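 further: plate controls were vehicle for no effect and reference inhibitor for full effect; nearly all actives have a fitted effect of over 55% in size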
#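 Incision of a quenched TAMRA/BHQ-2 THF abasic-site duplex (50 nM) by 0.75 nM APE1, after 15 min compound preincubation, measured as fluorescence increase over three 60 s reads. Values normalized to buffer, DMSO and NSC13755 control wells.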
# BAZ2B inh – qHTS Assay for Inhibitors of BAZ2B; Bromodomain adjacent to zinc finger domain protein 2B (Homo sapiens), Q9UIF8; AlphaScreen BAZ2B-H3K14Ac peptide displacement; Potency, µM (highest dose often 114 µM), inactives show top-dose activity change, negative = inhibition, most hits filed as inhibitors; 360,000 compounds, 4.4% hits; further: on the % scale 0 is the no-effect control and ±100 the full control effect; nearly all actives have a fitted effect of over 60% in size
#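 Multi-concentration screen (max 110 uM) measuring displacement of acetylated histone H3 peptide from BAZ2B by AlphaScreen, using 50 nM protein, 50 nM peptide and 10 ug/mL streptavidin donor plus Ni-chelate acceptor beads.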
# JMJD2A Tudor – qHTS Assay for Inhibitors of JMJD2A-Tudor Domain | Lysine-specific demethylase 4A (Homo sapiens), O75164 | AlphaScreen JMJD2A-Tudor / H3K4me3 peptide binding | Potency, µM (highest dose often 114 µM), inactives show at the top dose activity change, negative = inhibition, most hits filed as inhibitors | 390,000 compounds, 4.4% hits | AID 504339, 2011; further: on the % scale 0 is the no-effect control and ±100 the full control effect; nearly all actives have a fitted effect of over 50% in size
# BLM helicase inh – qHTS Assay for Inhibitors of Bloom's syndrome helicase (BLM); 350,000 compounds, 0.2% hits; AID 2528, 2010; Potency, µM (highest dose often 56.1 µM), without a hit: at the highest dose activity change, negative = inhibition, actives largely listed as inhibitors; RecQ-like DNA helicase BLM (Homo sapiens), P54132; recombinant BLM DNA unwinding, fluorescence dequenching;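 further: plate controls were vehicle for no effect and no enzyme for full effect; nearly all actives have a fitted effect of over 35% in size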
# Target sequence (P54132 whole entry, looked up): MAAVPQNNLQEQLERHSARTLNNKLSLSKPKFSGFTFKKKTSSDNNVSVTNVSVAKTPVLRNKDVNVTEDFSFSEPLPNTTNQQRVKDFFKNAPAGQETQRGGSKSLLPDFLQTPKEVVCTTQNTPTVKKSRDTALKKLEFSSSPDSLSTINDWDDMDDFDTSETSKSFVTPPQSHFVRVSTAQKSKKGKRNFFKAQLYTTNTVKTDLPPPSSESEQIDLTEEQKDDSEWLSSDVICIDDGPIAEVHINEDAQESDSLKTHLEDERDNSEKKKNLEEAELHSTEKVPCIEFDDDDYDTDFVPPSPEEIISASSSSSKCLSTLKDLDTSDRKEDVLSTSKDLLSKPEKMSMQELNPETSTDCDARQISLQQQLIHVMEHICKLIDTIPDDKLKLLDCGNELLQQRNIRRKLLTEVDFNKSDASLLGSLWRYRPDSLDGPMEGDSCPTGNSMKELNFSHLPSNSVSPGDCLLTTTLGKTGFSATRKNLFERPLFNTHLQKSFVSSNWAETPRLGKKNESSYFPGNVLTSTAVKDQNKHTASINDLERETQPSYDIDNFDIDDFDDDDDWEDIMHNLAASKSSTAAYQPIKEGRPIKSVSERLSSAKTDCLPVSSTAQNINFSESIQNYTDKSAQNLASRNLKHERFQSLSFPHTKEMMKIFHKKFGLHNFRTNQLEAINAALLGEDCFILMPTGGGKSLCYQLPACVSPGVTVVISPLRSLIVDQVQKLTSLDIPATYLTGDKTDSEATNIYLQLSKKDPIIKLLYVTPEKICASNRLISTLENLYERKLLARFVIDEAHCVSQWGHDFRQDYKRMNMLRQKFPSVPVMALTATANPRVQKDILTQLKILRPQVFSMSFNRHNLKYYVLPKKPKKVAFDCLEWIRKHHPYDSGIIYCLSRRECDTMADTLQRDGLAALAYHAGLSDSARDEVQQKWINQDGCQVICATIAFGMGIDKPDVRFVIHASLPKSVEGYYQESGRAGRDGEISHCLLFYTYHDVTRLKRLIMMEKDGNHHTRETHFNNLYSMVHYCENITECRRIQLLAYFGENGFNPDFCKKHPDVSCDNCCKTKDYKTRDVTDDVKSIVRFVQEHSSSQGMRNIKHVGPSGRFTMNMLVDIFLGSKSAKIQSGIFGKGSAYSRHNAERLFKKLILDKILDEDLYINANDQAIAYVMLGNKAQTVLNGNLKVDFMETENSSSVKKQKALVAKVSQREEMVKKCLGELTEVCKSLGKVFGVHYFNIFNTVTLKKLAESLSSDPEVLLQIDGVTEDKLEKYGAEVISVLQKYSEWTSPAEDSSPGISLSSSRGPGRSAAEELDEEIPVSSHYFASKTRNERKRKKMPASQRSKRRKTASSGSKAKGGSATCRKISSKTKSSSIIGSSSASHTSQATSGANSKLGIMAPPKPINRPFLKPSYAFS
# Pol iota inh – qHTS for Inhibitors of Polymerase Iota; DNA polymerase iota (Homo sapiens), Q9UNA4; Pol iota fluorescent replication assay, 10 min; Potency, µM (titrated, usually from 115 µM), for inactives: at the top dose activity, negative = inhibition, most hits filed as inhibitors; 390,000 compounds, 1% hits; AID 588590, 2011
#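 Pol iota at 10 nM preincubated 15 min with compounds at room temperature; reaction started with fluorescent substrate, 50 nM final. Fluorescence read kinetically at 0 and 10 min; buffer-only wells as negative control.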
# POLB inh – qHTS Assay for Inhibitors of DNA Polymerase Beta; P06746; Pol beta primer extension/strand displacement, fluorescence kinetic; Potency, µM (doses to about 114 µM), without a hit: top-dose activity change, negative = inhibition, hits mostly inhibitors; 340,000 compounds, 1.3% hits; AID 485314, 2010; further: on the % scale 0 is the no-effect control and ±100 the full control effect
#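 Preincubation: enzyme (10 nM) with compound, 15 min, RT. Reaction: substrate added to 50 nM final. Reads: 0 and 10 min. Analysis: normalized, Hill fit.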
# G9a block – qHTS Assay for Inhibitors of Histone Lysine Methyltransferase G9a; Histone-lysine N-methyltransferase EHMT2 (Homo sapiens), Q96KQ7; G9a H3K9 monomethylation, AlphaScreen, 2 h; Potency, µM (titrated, usually from 102 µM), without a hit: at the top dose activity, negative = inhibition, actives largely listed as inhibitors; 350,000 compounds, 8.8% hits; AID 504332, 2011; further: on the % scale 0 is the no-effect control and ±100 the full control effect; nearly all actives have a fitted effect of over 75% in size
#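 AlphaScreen detection with an anti-monomethyl H3K9 antibody quantified product after a 2 h room-temperature reaction containing 500 nM biotinylated H3K9 peptide, 20 µM SAM and 20 nM enzyme, which had been preincubated 15 min with compound.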
# Pol eta inh – qHTS for Inhibitors of Polymerase Eta | recombinant Pol eta, fluorescent DNA replication assay | Potency, µM (titrated, usually from 114 µM), for inactives: top-dose activity change, negative = inhibition, hits mostly inhibitors | 390,000 compounds, 1.2% hits | AID 588591, 2011; further: on the % scale 0 is the no-effect control and ±100 the full control effect
#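 Pol eta (10 nM) was preincubated with compounds for 15 min at room temperature, after which fluorescent replication substrate (50 nM final) was added to start the reaction. Fluorescence was read kinetically at 0 and 10 min.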
# POLK inh – qHTS for Inhibitors of Polymerase Kappa; DNA polymerase kappa (Homo sapiens), Q9UBT6; purified Pol kappa, fluorescent DNA synthesis assay, 10 min; Potency, µM (series often up to 107 µM), for the others: at the highest dose activity, negative = inhibition, actives largely listed as inhibitors; 400,000 compounds, 0.53% hits; AID 588579, 2011; further: on the % scale 0 is the no-effect control and ±100 the full control effect
#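 Readout: fluorescence, taken kinetically at 0 and 10 min. Conditions: 10 nM Pol kappa, 15 min RT compound preincubation, 50 nM substrate final. Controls: enzyme-free buffer wells.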
# Starred values were filed as active, the others as inactive; ? = inconclusive; nt = no result given; & = joins results of further samples; [ ] = remark or other dose. The call rests on the fitted dose curve; in most records, active means well fitted curve in the direction sought with a large enough effect; inconclusive means small, poorly fitted or top-dose-only effect, or another doubt; inactive means no such curve, though single readings can be large; an effect the other way counts as inactive or inconclusive. Potency means the concentration at half of the fitted maximal effect. Not all compounds are listed (hit frequency here may not be typical).
SMILES,APEX1 inh,BAZ2B inh,JMJD2A Tudor,BLM helicase inh,Pol iota inh,POLB inh,G9a block,Pol eta inh,POLK inh
CC(=O)N1CCOc2cc(S(=O)(=O)Nc3cccc(C(F)(F)F)c3)c(Cl)cc21,45%,2%,-26%,-1%,?,?,0%[59 µM],-12%,6%
Cc1ccc2c(CC(=O)N3CCN(S(=O)(=O)c4ccc5c(c4)OCCO5)CC3)coc2c1,-6%,-6%,-4%,-4%,-6%,21%,?,0%,-4%
CCS(=O)(=O)c1nc(S(=O)(=O)c2ccc(C)cc2)c(NCCN2CCOCC2)s1,34%,-12%,1%,2%,18%,19%,?,-9%,8%
COc1cc2c(c(OC)c1OC)CCc1cnoc1-2,-7%,0%,-4%,-3%,-28%,?,-6%[12.7 µM],-9%,-1%
CCCCCc1ccc(C(=O)CCC(=O)OCC(=O)N(CC)c2c(N)n(Cc3ccccc3)c(=O)[nH]c2=O)cc1,16%,3%,-7%,nt,25%,nt,24%,-19%,-6%
O=C(Nc1ccc(Br)cc1)c1cc(S(=O)(=O)N2CCc3ccccc32)ccc1F,nt,8%,-14%,-8%,-28%,2%,20%[59 µM],-18%,-1%[60.1 µM]
COc1ccc(C(=O)C2CCCN(C(=O)c3ccoc3C)C2)cc1F (stereo not given),-1%,-13%,-12%,-9%,21%,6%,nt,-6%,-16%
CN(C)S(=O)(=O)c1ccc(N2CCCC2)c(C(=O)Nc2ccc(F)cc2F)c1,53%,8%,-11%,nt,23%,nt,11µM*,-5%,-6%
CCOC(=O)C1=CN(Cc2ccco2)S(=O)(=O)NC1c1ccc(F)c(Cl)c1 (stereo not given),-4%,nt,-25%,nt,6%,nt,nt,-12%,-6%
CC1=C(C(N)=O)C(c2ccc(F)cc2)n2nc(-c3ccc(N(C)C)cc3)nc2N1 (stereo not given),nt,?,?,-7%,0%,-8%,-2%[59 µM],-4%,-8%
Cc1ccc(C(=O)O)c(NC=O)c1OCc1ccccc1,nt,nt,-18%,nt,31%[activator],nt,nt,-20%,4%
O=C(Nc1cc(F)c(Br)cc1F)c1ccc(Cl)cc1,3%,3%,8%,-2%,-10%,1%,10%,-22%,0%
Cc1cc(C)nc(SCc2cc(=O)c(OC(=O)c3ccco3)co2)n1,5%,-4%,-5%,1%,-12%,-2%,15%[59 µM],-6%,0%
CC(C)(C)C(=O)OCOP(=O)(OCOC(=O)C(C)(C)C)C(C)(Oc1ccc(O)cc1)P(=O)(OCOC(=O)C(C)(C)C)OCOC(=O)C(C)(C)C,1%,nt,nt,-12%,nt,nt,3.5µM*,nt,35µM*
O=C(Nc1cccc(F)c1)N(Cc1ccc(Cl)cc1)CC(O)C(F)(F)F (stereo not given),0%,6%,-5%[11.4 µM],-14%,10%,-23%,24%[59 µM],-29%,-7%
O=C(CNCc1ccc(Cl)cc1)Nc1cccc(C(=O)O)c1,7%,-17%,-10%,-1%,33%,3%,21%[59 µM],-18%,5%
CCC(C)N(C(=O)COC(=O)/C=C/c1ccc(O)c(OC)c1)C1CCS(=O)(=O)C1 (stereo not given),1%,-29%,-1%,-5%,-23%,?,-31%[59 µM],3%,-23%
Cc1cc(=S)[nH]c2ccccc12,-4%,-25%,-30%,2%,15%&8%,-1%,2.8µM*,-12%,-7%&-3%
COC(=O)C[C@H]1c2ccc(C(F)(F)F)cc2S(=O)(=O)N1Cc1ccccc1,nt,nt,-10%,nt,28%&-1%,nt,nt,-14%,-2%&-8%
CC1(C)CC(=O)C(Sc2ccccc2C(=O)O)=C(O)C1,-1%,-8%,25µM*,3%,44%[activator],12%,?,-4%,-11%
O=C(O)c1cc2c(s1)-c1ccccc1OC2,-5%,8%,-30%,2%,7%,-10%,7%,-4%,-18%
CCOc1ccc(S(=O)(=O)NCc2ccc3c(c2)OCO3)cc1C(=O)O,-4%,-2%,-8%,-3%,4%,-13%,19%,-6%,-2%
CC(C)CCNC(=O)c1ccc2nc(CCc3ccccc3)oc2c1,nt,4%,9%,1%,7%,5%,3%[59 µM],-20%,-6%[60.1 µM]
CC(=O)Nc1sc(N/N=C\c2cccc(Cl)c2)nc1-c1cccs1,?,-32%,?,-3%,71%[activator],0%,10µM*,-19%,-4%
COc1ccc2nc(C)c(C(N)=O)cc2c1,2%,-15%,-5%,2%,158%[activator],0%,8%,-24%,-16%
COC(=O)[C@]1(Cc2ccccc2)N[C@H](c2ccc(-c3ccc4c(c3)OCO4)cc2)[C@@H]2C(=O)N(C)C(=O)[C@@H]21,-18%,4%,-33%,nt,?,nt,5%[2.33 µM],-12%,-1%
O=[N+]([O-])c1ccc(NS(=O)(=O)N2CCOCC2)cc1,48%[activator],nt,-10%,nt,14%,nt,nt,-15%,-10%
CS(=O)(=O)Nc1cccc(-c2cncnc2NCc2cccnc2)c1,-3%,nt,nt,2%,nt,nt,30%[0.501 µM],nt,2%[60.1 µM]
O=C(Nc1ccc(Cl)c(Cl)c1)N1CC=C(c2ccccc2)CC1,-2%,13%,-15%[11.4 µM],-10%,?,0%,22%[59 µM],-18%,0%
COc1ccccc1NC(=O)c1ccc([N+](=O)[O-])o1,nt,nt,-20%,nt,29%,nt,nt,14%,-9%

# Some values from above.
# Entry for O=[N+]([O-])c1ccc(NS(=O)(=O)N2CCOCC2)cc1 in APEX1 inh: 48%[activator]
# Entry for CC(=O)Nc1sc(N/N=C\c2cccc(Cl)c2)nc1-c1cccs1 in Pol iota inh: 71%[activator]
# Entry for CCOc1ccc(S(=O)(=O)NCc2ccc3c(c2)OCO3)cc1C(=O)O in APEX1 inh: -4%

# Going on with the list:
SMILES,APEX1 inh,BAZ2B inh,JMJD2A Tudor,BLM helicase inh,Pol iota inh,POLB inh,G9a block,Pol eta inh,POLK inh
COc1ccc(CS(=O)(=O)c2nc(C)cc(C)c2S(C)(=O)=O)cc1,1%,0%,-3%,-2%,24%,-6%,-1%,-8%,4%
Cc1ccc(NCc2nnc(SCC(=O)O)n2Cc2ccccc2)cc1Cl,-3%,-31%,-15%,0%,-2%,1%,-31%,-3%,-18%
CCOC(=O)c1cc(-c2ccccc2)sc1NC(=O)C(C)OC(=O)c1cccnc1Cl (stereo not given),2%,-2%,10%,-5%,-6%,18%,-5%[59 µM],-22%,-16%
Cc1cc(C)c(C#N)c(Nc2ccc(F)cc2)n1,-1%,?,6%,-1%,5%,51%,nt,-15%,1%
CCOC(=O)c1cc(NC(=O)Nc2ccccc2Cl)c(C)nc1C,0%,-12%,-24%[11.4 µM],-10%,40%[activator],-1%,13%,0%,-6%
O=C(COC(=O)c1cccc(Cl)c1)Nc1ccc2[nH]c(=O)[nH]c2c1,-11%,-11%,5%,nt,28%,nt,11%[2.33 µM],-2%,-20%
O=C(Cc1cccc([N+](=O)[O-])c1)Nc1cccc(C(=O)N2CCCCC2)c1,-16%,nt,-21%,nt,23%,nt,nt,-10%,-4%
CCOc1ccccc1NC(=O)c1ccc(NC(=O)c2ccco2)cc1,-3%,-2%,-11%,-4%,-3%,-28%,7%[59 µM],-9%,-8%
COc1ccc(Nc2nc(-c3ccc(OC)cc3)c(CCC(=O)O)s2)cc1,2%,?,-36%,-1%,-1%,5%,?,12%,-4%
CC(C)N1CCN(C(=O)C2CCC(=O)N(CCc3cccc(F)c3)C2)CC1 (stereo not given),-1%,-5%,-12%,-4%,20%,-30%,-10%,-3%,-12%
COc1ccc(NC(=O)c2c(OC)cccc2OC)c(OC)c1,3%,50µM*,56µM*,-1%,51%[activator],93%,?,6%,-11%
CCOC(=O)c1ccc(NC(=O)CSc2ccc3ccccc3n2)cc1,nt,-2%,-8%,-8%,?,3%,7%[59 µM],5%,-13%[60.1 µM]
Cc1ccc2c(=O)cc(C(=O)Nc3sc4c(c3C(=O)NCc3ccco3)CCC4)oc2c1,nt,-19%,-25%,2%,?,-11%,-27%[59 µM],5%,-27%
Cc1c(F)cccc1NS(=O)(=O)c1ccccc1C#N,2%,-3%,-6%,-1%,25%,-15%,11%[59 µM],-14%,-5%
CC(C)CC(NC(=O)C(Cc1ccc(OCc2ccccc2)cc1)NC(=O)OC(C)(C)C)C(N)=O (stereo not given),-1%,4%,-1%,3%,25%,2%,-21%[59 µM],3%,-12%
CCOC(=O)C(C(=O)Nc1cccc(C)n1)C1CCCCC1 (stereo not given),0%,-5%,-3%,1%,2%,-11%,18%,3%,-19%
O=C(Cn1c(=O)c2cccn2c2ccc(F)cc21)NCc1cccc(Cl)c1,nt,?,?,-6%,-23%,-3%,?,1%,6%
CN(C)c1ccc(/C=N/NC(=O)c2ccc(Cl)cc2)cc1,-2%,-7%,?,-4%,-28%,-21%,13%[59 µM],-8%,-2%
Cc1cc(C)nc(N/C(=N/S(=O)(=O)Cc2ccccc2)Nc2ccccc2)n1,18%,4%,-4%,0%,18%,30%,-9%,10%,0%
Cc1ccc(C2(C)NC(=O)N(CC(=O)Nc3cccnc3Cl)C2=O)cc1 (stereo not given),8%,14%,-1%,-4%,0%,9%,16%,2%,-3%
Cc1noc(C)c1-c1nc(CS(=O)(=O)c2ccc(Cl)cc2)no1,-15%,6%,-3%,-9%,48%[activator],19%,nt,-20%,-6%

# Three compounds out of the list, ordered by molecular weight, smallest number first.
SMILES,APEX1 inh,BAZ2B inh,JMJD2A Tudor,BLM helicase inh,Pol iota inh,POLB inh,G9a block,Pol eta inh,POLK inh
CCOC(=O)C(C(=O)Nc1cccc(C)n1)C1CCCCC1 (stereo not given),0%,-5%,-3%,1%,2%,-11%,18%,3%,-19%
Cc1ccc(C2(C)NC(=O)N(CC(=O)Nc3cccnc3Cl)C2=O)cc1 (stereo not given),8%,14%,-1%,-4%,0%,9%,16%,2%,-3%
Cc1cc(C)nc(N/C(=N/S(=O)(=O)Cc2ccccc2)Nc2ccccc2)n1,18%,4%,-4%,0%,18%,30%,-9%,10%,0%
